Screens deposited in PubChem BioAssay by National Center for Advancing Translational Sciences (NCATS).
GLP-1R inv ag – inverse agonists of human GLP-1 receptor. HEK293 GLP-1R CRE-luciferase, luminescence, 24 h; GLP-1R form is constitutively active. Potency, µM (series often up to 38.3 µM), for the others: top-dose activity change, negative = inhibition, actives largely listed as inhibitors. 410,000 tested, 1.6% active; further: potency means the concentration at half of the fitted maximal effect; on the % scale 0 is the no-effect control and ±100 the full control effect; nearly all actives have a fitted effect of over 55% in size
Target sequence (P43220 whole entry, looked up): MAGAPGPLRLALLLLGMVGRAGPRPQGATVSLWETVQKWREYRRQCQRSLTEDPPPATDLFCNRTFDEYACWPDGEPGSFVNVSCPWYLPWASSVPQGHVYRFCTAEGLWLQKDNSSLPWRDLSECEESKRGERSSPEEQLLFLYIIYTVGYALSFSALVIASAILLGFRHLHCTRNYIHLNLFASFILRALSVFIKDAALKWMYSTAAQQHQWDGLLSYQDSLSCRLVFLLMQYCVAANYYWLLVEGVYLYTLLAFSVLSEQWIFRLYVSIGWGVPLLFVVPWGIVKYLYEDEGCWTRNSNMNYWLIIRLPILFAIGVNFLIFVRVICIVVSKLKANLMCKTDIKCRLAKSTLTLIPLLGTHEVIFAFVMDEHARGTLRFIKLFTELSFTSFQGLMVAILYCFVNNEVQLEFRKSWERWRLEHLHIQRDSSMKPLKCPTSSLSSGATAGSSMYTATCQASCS
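Seeding at 200 cells/uL, 12 h culture, 24 hr compound treatment, then luciferase reagent and a luminescence read; cells are HEK293 stably expressing a constitutively active GLP-1R plus cAMP-responsive luciferase.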
Akt phos inh – Akt phosphorylation inhibition; 360,000 tested, 0.32% active; Neuro2A IGF-stimulated pAkt S473 HTRF, 20 min; stronger effect = lower value; AID 651550; activity change, % for hits at 50 µM; in the data active means activity change below about -80%; inconclusive means mostly about -51% to -80%; further: on the % scale 0 is the no-effect control and ±100 the full control effect
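Single-point screen (50 µM final compound) in Neuro2A cells stimulated 20 min with 6 nM IGF at 37 deg C. After lysis, Ser473-phosphorylated Akt read by HTRF (ex 330 nm, em 615/665 nm) as the 665/615 ratio.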
GLP-1R agonist – activates the human GLP-1 receptor. HEK293 GLP-1R CRE-luciferase, luminescence, 4-6 h; cells express a hypersensitive GLP-1R form. Potency, µM (top dose mostly 45.6 µM), for inactives: top-dose activation, usual class: activators. 380,000 tested, 0.007% active. AID 624172; further: potency means the concentration at half of the fitted maximal effect; % of control where 0% means no effect
PTHR1 agonist – activates the human parathyroid hormone receptor PTHR1. Q03431. HEK293 GP2 PTHR1 cells, GloSensor cAMP luminescence, 1 h. Potency, µM (series often up to 115 µM), without a hit: at the top dose activation, hits mostly activators. 410,000 tested, 0.075% active. AID 743266; further: potency means the concentration at half of the fitted maximal effect; nearly all actives have a fitted effect of over 55% in size; some results filed as inactive show a strong effect at the top dose; inactives centre near -15; many of its hits are not listed in these tables
Target sequence (Q03431 whole entry, looked up): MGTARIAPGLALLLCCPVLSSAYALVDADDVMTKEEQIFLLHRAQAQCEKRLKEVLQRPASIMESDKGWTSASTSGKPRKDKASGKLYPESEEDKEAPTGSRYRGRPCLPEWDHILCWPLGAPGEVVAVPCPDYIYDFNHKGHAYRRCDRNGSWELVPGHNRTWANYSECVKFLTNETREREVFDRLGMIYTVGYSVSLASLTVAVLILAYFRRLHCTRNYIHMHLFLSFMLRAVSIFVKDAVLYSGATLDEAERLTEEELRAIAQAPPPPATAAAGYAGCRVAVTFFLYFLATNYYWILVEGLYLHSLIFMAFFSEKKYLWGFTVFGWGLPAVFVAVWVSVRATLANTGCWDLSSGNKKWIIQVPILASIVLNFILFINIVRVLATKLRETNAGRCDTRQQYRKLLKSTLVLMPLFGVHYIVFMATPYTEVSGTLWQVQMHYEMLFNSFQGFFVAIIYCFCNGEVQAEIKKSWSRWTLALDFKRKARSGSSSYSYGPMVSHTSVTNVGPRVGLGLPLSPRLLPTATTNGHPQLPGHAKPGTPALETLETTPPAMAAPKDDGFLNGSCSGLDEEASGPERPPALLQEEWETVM
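HEK-293-derived GP2 cells expressing PTHR1 and a GloSensor cAMP reporter, 3,000/well, plated overnight, given luciferin plus IBMX (each 0.5 mM as added) for 1 h at 37 °C, then compound for 1 h at 37 °C. Luminescence was read after 15 min at room temperature.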
TDP43 rescue – TDP-43 toxicity inhibition in yeast; AID 652104; Potency, µM (doses to about 46.1 µM), for the others: at the highest dose growth rescue (activation), hits mostly activators; TDP-43 expressing yeast growth rescue, BacTiter-Glo, 24 h; 410,000 tested, 1.8% active; further: potency means the concentration at half of the fitted maximal effect; % of control where 0% means no effect; nearly all actives have a fitted effect of over 50% in size
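Yeast expressing TDP-43 (pregrown in raffinose, seeded at OD600=0.02 in galactose medium) exposed to compounds 24 hr at 30 deg C. Growth read by BacTiter-Glo luminescence; rescue of toxicity appears as increased signal.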
Abeta yeast res – compounds reversing amyloid beta toxicity in yeast; yeast expressing A-beta42, growth rescue, OD600, 48 h; response scale: 0% DMSO, 100% iron-clioquinol control; Potency, µM (top dose mostly 46.1 µM), inactives show at the highest dose growth rescue, most hits filed as activators; 410,000 tested, 0.063% active; AID 1347071; further: potency means the concentration at half of the fitted maximal effect; nearly all actives have a fitted effect of over 55% in size
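Yeast A-beta toxicity model in growth medium with pinned compounds, 48 h at 30 C; growth read as absorbance at 600 nm. Normalized to FeCl3/clioquinol equimolar mix (positive) and DMSO (negative).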
DRD3 antagonist – antagonists of human D3 dopamine receptor; max response, negative = inhibition, %; P35462; D3R cells, DiscoveRx beta-arrestin luminescence, antagonist mode; stronger effect = lower value; 360,000 tested, 2.5% active; in the data active means max response below about -50%; inconclusive means no clear call, values can overlap the other calls; further: on the % scale 0 is the no-effect control and ±100 the full control effect; mostly tested at two doses, the higher about 12 µM
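Cells expressing the human receptor were seeded at 1500 cells/well, incubated overnight at 37 degrees C in 5% CO2, then exposed to library compounds with dopamine controls for 90 minutes at 37 degrees C before luminescent detection.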
FUS yeast rescue – FUS proteinopathy suppression in yeast. S. cerevisiae FUS-expressing, growth rescue, OD600, 24 h. Potency, µM (highest dose often 76.6 µM), for the others: top-dose growth rescue (activation), actives largely listed as activators. 390,000 tested, 0.24% active. AID 1347120;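 further: potency means the concentration at half of the fitted maximal effect; plate controls were DMSO vehicle for no effect and reference control for full effect; nearly all actives have a fitted effect of over 55% in size; some results filed as inactive show a strong effect at the top dose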
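Yeast FUS proteinopathy model; galactose-induced FUS (2%), starting OD 0.005. Cpds in dilution series, 24hr, 30C, 99% humidity. Abs 600 nm growth. Pos ctrl CP55940 (top 92uM final); neg ctrl DMSO.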
aSyn rescue – rescues yeast growth from alpha-synuclein toxicity; Yeast expressing alpha-synuclein, growth rescue, BacTiter-Glo, 24 h; Potency, µM (series often up to 46.1 µM), inactives show at the highest dose growth rescue (activation), most hits filed as activators; 370,000 tested, 0.14% active; further: potency means the concentration at half of the fitted maximal effect; % of control where 0% means no effect; nearly all actives have a fitted effect of over 65% in size
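Screening used galactose-induced yeast with toxic alpha-synuclein levels, exposed to compound for 24 hr at 30 deg C. Cell growth, read with BacTiter-Glo luminescence, gave the measured signal.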
* marks the source's active call; other numbers are inactive results; i = inactive; u = inconclusive; x = not tested or not shown; [ ] = dose if it differs, or a comment. Unless noted, the call rests on the fitted dose curve; in most records, active means well fitted curve in the direction sought with a large enough effect; inconclusive means small, poorly fitted or top-dose-only effect, or another doubt; inactive means no such curve, though single readings can be large; an effect the other way counts as inactive or inconclusive. Only part of the results is shown. The share of hits here may be higher or lower than overall.

SMILES | GLP-1R inv ag | Akt phos inh | GLP-1R agonist | PTHR1 agonist | TDP43 rescue | Abeta yeast res | DRD3 antagonist | FUS yeast rescue | aSyn rescue
O=Nc1c(O)[nH]c2c(F)cccc12 | 14% | i | -1% | i | 23% | 6% | u | -24% | 1%
O=C(Nc1ccccc1C(=O)NCc1ccc(Cl)cc1)c1ccco1 | -23% | i | 3% | -16% | 2% | 0% | 3 | x | -4%
COc1ccc(Cl)cc1NC(=O)CC(=O)Nc1cc(Cl)ccc1OC | -20% | i | 14% | -31%[inhibitor] | 12% | -1% | -26 | 22% | -9%
O=C(O)CC(CC(=O)Nc1ccc(N2CCOCC2)cc1)c1ccccc1 (configuration not stated) | 45%[activator] | i | -2% | -3% | -11% | -21% | 3 | 0% | -2%
COc1cc2sc(-c3ccccc3OC)c(-c3ccc(OCCN4CCOCC4)cc3)c2cc1OC | u | i | 19% | -15% | 0% | 13% | 37 | 44% | -9%
CCNc1c(NC(=O)c2cccs2)c(=O)oc2ccccc12 | 8% | i | 4% | i | 0% | -11% | -2 | 11% | -5%
CN(C(=O)CN1CCC(NC(=O)c2ccccc2Br)CC1)C1CCCCC1 | 2% | i | 1% | i | 1% | 9% | -29 | 10% | 0%
Cc1cc(C(=O)N/N=C/c2sc(N3CCOCC3)nc2-c2ccccc2)c(C)o1 | -4% | i | 13% | -6% | -19% | -4% | 18 | 12% | -3%
COc1cccc(C2CC(=O)Nc3c2c(=O)n(C)c2nc4ccccc4n32)c1 (configuration not stated) | 31%[activator] | x | -5% | i | 13% | -13% | x | -3% | 1%
Nc1ccc(S(=O)(=O)NC2(C(F)(F)F)NC(=O)N(c3ccccc3Cl)C2=O)cc1 (configuration not stated) | 6% | i | -1% | -21% | 6% | 6% | -12 | x | -1%
Cc1ccc(CNc2cnn(C34CC5CC(CC(C5)C3)C4)c(=O)c2Cl)cc1 | u | i | 2% | -27% | -5% | 11% | -6 | 0% | -2%
Cc1cccc(N2CCN(C(=O)Cc3ccc(-n4c(=O)[nH]c5ccsc5c4=O)cc3)CC2)c1C | 0% | i | -8% | -27% | -2% | -3% | 16 | x | -5%
N#Cc1c(NC(=O)COC(=O)c2ccc(F)cc2)sc2c1CCC2 | 7% | i | 0% | u | -8% | 10% | 7 | -6% | -3%
O=C(COC(=O)CCS(=O)(=O)c1ccc(Cl)cc1)NC1CCCCC1 | 6% | i | -4% | i | 11% | 18% | 5 | 13% | 6%
O=C(Nc1ccc2c(c1)CCC2)c1ccccc1F | u | i | -1% | -88%[inhibitor] | -13% | -2% | 0 | x | -11%
COC(=O)C1=C(C)NC(=S)N(C(C)=O)C1c1ccc(OC)c(OC)c1 (configuration not stated) | 7% | i | 16% | i | -7% | 1% | -6 | -1% | 1%
COc1cccc(N(CC(=O)NCCSc2ccccc2)S(C)(=O)=O)c1 | -1% | i | 6% | -22%[57.5 µM] | -7% | 19% | 21 | 17% | 2%
Cc1ccc(C(=O)/C=C/c2ccc3c(c2)OCO3)o1 | -10% | i | -4% | -18% | 26% | -54%[inhibitor] | -23 | 4% | -1%
Cc1cc(C(=O)NC2CCCc3c2cnn3-c2ccc(C)c(C)c2)nc(C)n1 (configuration not stated) | -20% | i | 16% | i | 14% | -11% | 4 | 27% | 1%
COc1ccc(NC(=O)Cc2ccc(Cl)cc2Cl)cn1 | u | i | 2% | -1% | 23% | 17% | 2 | 15% | -2%
CN(c1nc2ccccc2[nH]c1=O)C1CCCCC1 | u | i | 5% | -9% | 6% | 1% | 3 | 39% | 0%
CC1(C)Cc2nc3[nH]c(=S)[nH]c(=O)c3cc2CO1 | 32%[activator] | i | 1% | i | 6% | 0% | -8 | 16% | 3%
CCOC(=O)CSc1nc2cc3c(cc2c(=O)n1CCCCCC(=O)NCc1ccc(OC)cc1)OCO3 | 0% | x | x | i | 10% | -12% | x | 8% | x
Cc1nc2ccccc2c(=O)n1NC(=O)c1ccco1 | 5% | i | -10% | -11% | 16% | 11% | 22 | -23% | 1%
CCCCNc1c(-c2ccc(OC)c(Sc3ccc(OC)cc3)c2)nc2cnccn12 | u | i | 6% | -27% | 32µM* | 4% | 94 | u | 16%
COC(=O)c1ccc(NC(=O)N2CCC(CN3CCc4ccccc4C3)CC2)cc1 | 5% | x | x | 30% | 1% | -1% | x | 10% | x
O=C(NCC1CCCN1S(=O)(=O)c1cccs1)C(=O)Nc1ccc(F)cc1F (configuration not stated) | -20% | i | -3% | i | 27% | 1% | 10 | 15% | -4%
C=CCN(CC=C)S(=O)(=O)c1ccc2nc(NC(=O)C(C)C)sc2c1 | u | i | 19% | -18% | 26% | 8%[9.22 µM] | 8 | 5% | u
Cc1ccc(CN2CCN(/N=C/c3ccccc3)CC2)cc1 | -1% | i | 6% | i | 5% | 6% | -16 | 6% | 0%
CCOC(CNC(=O)C1CCN(S(=O)(=O)c2ccc3nc4c(c(C(=O)O)c3c2)CCCCC4)CC1)OCC | 6% | x | -3% | i | 10% | -6% | 4 | -17% | 1%
O=C(O)c1ccccc1NC(=O)C(c1ccccc1)c1ccccc1 | -36% | i | 10% | i | -15% | -3% | -6 | 13% | -8%
O=C(c1ccccc1)c1ccc(OCCCN2CCCC2)cc1 | u | i | 14% | i | -2% | 5% | -6 | 14% | -6%
O=C(NN1C(=O)C2C3c4ccccc4C(c4ccccc43)[C@@H]2C1=O)c1ccccc1 (some centres not stated) | -18% | i | 6% | -26% | -15% | 1% | -22 | 12% | 0%
Cc1nn(-c2ccc(Cl)c(Cl)c2)c(=O)c2ccccc12 | -1% | i | -14% | 10%[57.5 µM] | -10% | 9% | 2 | 17% | 0%
COc1ccccc1NC(=O)Nc1ccccc1C(=O)NCCCN1CCOCC1 | 14% | i | -9% | -4% | 5% | 8% | 2 | 9% | 2%
CC(C)OP(=O)(c1ccccc1)c1ccccc1 | 7% | i | 3% | u | -6% | 21% | -21 | 3% | 0%
CSCC[C@H](NC(=O)OC(C)(C)C)C(=O)N/N=C/c1cc2ccc(C)cc2nc1Cl | 42%[activator] | i | 18% | i | -6% | 6% | 3 | x | 3%
COc1ccc(C(=O)C2CCCN(Cc3ccc4nonc4c3)C2)cc1F (configuration not stated) | u | i | 2% | -16% | -1% | -2% | -18 | -11% | 11%
O=C(C(O)c1ccccc1)N1CCN(S(=O)(=O)c2ccc(F)c(F)c2)CC1 (configuration not stated) | 4% | i | x | i | 15% | 2% | 9 | -10% | 2%
CCCCN(C)CC(O)Cn1cc(/C=C/C(=O)c2ccc(OCC)cc2)c2ccccc21 (configuration not stated) | u | x | x | 13% | 5% | 1% | x | 32% | x
CCCC(C(=O)NC(C)(C)C)N(Cc1ccccc1)C(=O)c1snc(C(N)=O)c1N (configuration not stated) | -25% | i | -1% | -24% | 8% | -13% | -7 | -3% | -3%
OCCCn1c(C2CCCN2c2nc(-c3ccc(F)cc3)cs2)nc2cc(Cl)c(N3CCCCC3)cc21 (configuration not stated) | -27% | i | -1% | -53%[inhibitor] | 20% | 22% | -22 | 3% | 3%
O=C(CC1C(=O)NCCN1Cc1c(F)cccc1Cl)NCCCn1ccnc1 (configuration not stated) | 10% | i | 13% | i | -5% | 4% | 3 | 3% | 2%
N#Cc1c(NC(=O)CSc2nnnn2C2CCCCC2)sc2c1CCCC2 | 10% | i | 13% | -33%[inhibitor] | -4% | -5% | 13 | x | -1%
CC(C)(C)n1nc2c(c1NC(=O)c1c(F)cccc1F)CS(=O)(=O)C2 | 12% | i | 3% | -24% | 14% | 13% | 12 | -2% | -1%
O=c1[nH]c(CN2CCN(S(=O)(=O)c3cccs3)CC2)nc2c(Br)cc(Br)cc12 | u | i | 1% | -31%[inhibitor] | -5%[9.22 µM] | 14% | 9 | 34% | 21%
O=C(CS(=O)(=O)c1cccc2nsnc12)N1CCN(c2ccc(F)cc2)CC1 | 0% | x | 10% | -52%[inhibitor] | u | -13% | x | 6% | -13%
CCc1ccccc1NC(=O)CSc1ncc(S(=O)(=O)c2ccc(C(C)C)cc2)c(N)n1 | u | x | x | -24% | 17% | 1% | x | 4% | x
O=[N+]([O-])c1ccc(-n2nnnc2CN2CCCCC2)cc1 | 6% | i | 11% | i | 0% | -9% | 10 | -1% | -6%
Cc1ccc(Nc2cc(C)nc(-n3nc(C)cc3C)n2)cc1 | u | x | x | 14% | 23% | u | x | 16% | x

Grouped by structure: the compounds so far containing a cyano group.
SMILES | GLP-1R inv ag | Akt phos inh | GLP-1R agonist | PTHR1 agonist | TDP43 rescue | Abeta yeast res | DRD3 antagonist | FUS yeast rescue | aSyn rescue
N#Cc1c(NC(=O)COC(=O)c2ccc(F)cc2)sc2c1CCC2 | 7% | i | 0% | u | -8% | 10% | 7 | -6% | -3%
N#Cc1c(NC(=O)CSc2nnnn2C2CCCCC2)sc2c1CCCC2 | 10% | i | 13% | -33%[inhibitor] | -4% | -5% | 13 | x | -1%

Carrying on.
SMILES | GLP-1R inv ag | Akt phos inh | GLP-1R agonist | PTHR1 agonist | TDP43 rescue | Abeta yeast res | DRD3 antagonist | FUS yeast rescue | aSyn rescue
COC(=O)CSc1n[nH]c(-c2ccncc2)n1 | 1% | i | 16% | i | 8% | -4% | -4 | -36% | -1%
Cc1cc(C)c(C)c(S(=O)(=O)Nc2ccc(C(N)=O)cc2)c1C | u | i | 2% | -20% | -2% | 7% | 20 | -33% | -1%
CCc1nc2ccccc2c(C(=O)OCC(=O)N(C)Cc2ccccc2)c1C | u | i | 14% | -39%[inhibitor] | 35µM* | -22% | 49 | 0% | 3%
Cc1cc(C(=O)OCC(=O)NC2CCS(=O)(=O)C2)c(C)n1-c1ccccc1 (configuration not stated) | 2% | i | 8% | -3% | 19% | 9% | 15 | -24% | 2%
NC(=O)c1ccsc1NC(=O)C1CC1 | 30% | i | 5% | -21% | -3% | -16% | 0 | 4% | -10%
